Pf Dd2 inh: blocks growth of Plasmodium falciparum Dd2 parasites; AID 1159554; 94,000 compounds, 2.3% hits; activity change, % at 10 µM; P. falciparum Dd2 growth, SYBR Green, 72 h; active compounds read low; in the data active = activity change below about -80%; inconclusive = no clear call, values can overlap the other calls
T cruzi growth: blocks T. cruzi growth in NIH3T3 culture | inhibition, % at 8.34 µM | 77,000 compounds, 5.9% hits | T. cruzi beta-gal in NIH3T3, GalScreen luminescence, 90 h;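 active = mean inhibition above about 93%, with at least 55% of replicates each passing it, limit read from the data, passing the limit was not always enough; inconclusive = only one of those two conditions holds; inactive = neither condition holds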
KDM4C inh: inhibitors of human demethylase GASC-1 KDM4C; 96,000 compounds, 0.15% hits; AID 720574; Q9H3R0; GST-KDM4C 2-372, H3K9me3 peptide, LANCE TR-FRET; inhibition, % at 12.5 µM;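 active = mean replicate inhibition above about 25%, with at least 55% of replicates also reaching it, limit read from the data, passing the limit was not always enough; inconclusive = only one of those two conditions met; inactive = neither condition met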
Target sequence (Q9H3R0 2-372 limits assumed): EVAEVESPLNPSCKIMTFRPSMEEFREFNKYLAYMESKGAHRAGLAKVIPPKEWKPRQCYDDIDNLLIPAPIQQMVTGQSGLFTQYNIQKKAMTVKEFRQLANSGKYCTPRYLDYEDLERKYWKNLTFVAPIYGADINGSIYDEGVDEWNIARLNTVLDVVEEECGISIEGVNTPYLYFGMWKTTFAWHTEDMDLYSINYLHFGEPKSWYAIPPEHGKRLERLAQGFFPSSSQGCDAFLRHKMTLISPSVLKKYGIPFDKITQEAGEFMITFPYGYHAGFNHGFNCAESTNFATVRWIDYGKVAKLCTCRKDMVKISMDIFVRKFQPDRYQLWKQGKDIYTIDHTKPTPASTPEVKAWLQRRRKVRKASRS
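System: N-terminal GST-fused human GASC-1 (KDM4C) fragment, residues 2-372; amount: enzyme final amount 10 nM; incubation: reaction 30 min RT, detection step 1 h RT; medium: HEPES buffer, pH 7.5, plus ascorbate; technique: LANCE TR-FRET, Eu antibody, ULight-streptavidin, EDTA, ex 340 nm, em 618/671 nm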
C diff HTS: inhibitors of Clostridium difficile growth; AID 1259249; Clostridium difficile clinical isolate growth, OD600, 24 h; active compounds read low; growth activity, negative = inhibition, % at 16 µg/mL (by protocol); 86,000 compounds, 0.25% hits;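 active = mean growth activity at or below -80% and every replicate also at or below -80%; inconclusive = mean at or below -80% but some replicate above -80%; inactive = mean growth activity above -80%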;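 also: 0% = DMSO wells and -100% = levofloxacin 16 µg/mL wells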
Active calls of the source: *; ? = inconclusive; . = not tested or not shown; & = joins results of further samples.

SMILES	Pf Dd2 inh	T cruzi growth	KDM4C inh	C diff HTS
C[C@H]1CN([C@@H](C)CO)S(=O)(=O)c2ccc(-c3ccccc3)cc2O[C@H]1CN(C)C(=O)C1CCC1	-27	61	.	.
COc1ccc(S(=O)(=O)Nc2ccc3c(c2)CC(=O)N([C@@H](C)CO)C[C@H](C)[C@@H](CN(C)S(=O)(=O)c2ccc(OC)cc2)O3)cc1	-37	2	0.4	-5
O=C(NC[C@@H]1CC[C@H]2[C@H](CN2Cc2ccccc2F)O1)C1CCCCC1	29	.	.	11
C[C@@H]1CN([C@H](C)CO)C(=O)c2cc(NC(=O)Cc3ccccc3)ccc2O[C@@H]1CN(C)Cc1ccc(Oc2ccccc2)cc1	24	88	-1.7	.
CCC(=O)N(C)C[C@H]1Oc2cc(C#CC(C)(C)O)ccc2S(=O)(=O)N([C@H](C)CO)C[C@H]1C	24	-35	-0.4	2
C[C@H]1CN([C@@H](C)CO)S(=O)(=O)c2ccc(C#Cc3cccc(F)c3)cc2O[C@@H]1CN(C)C(=O)NC1CCCCC1	-22	.	7.4	0
C[C@H]1CN([C@@H](C)CO)C(=O)c2cc(NC(=O)c3ccncc3)ccc2O[C@@H]1CN(C)C(=O)Nc1ccccc1	7	.	-0.8	4
C[C@H](CO)N1C[C@H](C)[C@H](CN(C)S(=O)(=O)c2ccc(F)cc2)Oc2ccc(NC(=O)c3ccncc3)cc2CC1=O	-4	13	-4.4	-1
Cc1cc(C(=O)Nc2cccc3c2O[C@H](CN(C)C(=O)Nc2ccc(C(F)(F)F)cc2)[C@H](C)CN([C@H](C)CO)C3=O)n(C)n1	-46	-8	-1.2	-4
Cc1noc(C)c1NC(=O)Nc1ccc2c(c1)C(=O)N([C@H](C)CO)C[C@@H](C)[C@@H](CN(C)Cc1ccc(Cl)c(Cl)c1)OCCCC[C@H](C)O2	-73	52	0.0	3
C[C@H](CO)N1C[C@H](C)[C@H](CN(C)Cc2ccc(Cl)c(Cl)c2)Oc2ccc(NS(=O)(=O)c3cccs3)cc2C1=O	8	55	0.4	19
CCCC#Cc1ccc2c(c1)O[C@@H](CN(C)S(=O)(=O)c1cccc(OC)c1)[C@H](C)CN([C@H](C)CO)S2(=O)=O	27	.	-3.5	1
O=C(c1cccnc1)N1C[C@@H]2[C@H](c3ccccc31)[C@H](CO)N2CC1CCCCC1	-3	28	-0.1	6
CCC(=O)Nc1ccc2c(c1)C(=O)N(C)C[C@H](OC)[C@@H](C)CN(Cc1cncnc1)[C@H](C)CO2	.	-21	0.9	.
C[C@@H]1CN([C@@H](C)CO)C(=O)c2cc(NC(=O)Nc3ccc(C(F)(F)F)cc3)ccc2O[C@@H]1CN(C)CC1CCCCC1	-83*	71	-1.5	31
C[C@@H]1CN([C@@H](C)CO)C(=O)Cc2cc(NC(=O)c3ccncc3)ccc2O[C@H]1CN(C)Cc1ccccc1	-34	53	-0.2	5
COc1ccc(NC(=O)N(C)C[C@H]2Oc3ccc(NC(=O)Nc4ccccc4)cc3CC(=O)N([C@H](C)CO)C[C@H]2C)cc1	-36	-4	-0.6	-5
N#C[C@@H]1[C@@H](c2ccc(C3=CCCCC3)cc2)[C@@H](CO)N1C(=O)c1ccccn1	-2	102*	1.9	7
COCC#Cc1cnc2c(c1)C(=O)N([C@H](C)CO)C[C@@H](C)[C@H](CN(C)C(=O)c1ccc(F)cc1)O2	11	-31	1.2	-6
C[C@@H]1CN([C@@H](C)CO)C(=O)c2cc(C#Cc3ccccn3)cnc2O[C@@H]1CN(C)C(=O)c1cnccn1	28	4	0.1	-3

The final 3 entries of the section above lead into the next.
SMILES	Pf Dd2 inh	T cruzi growth	KDM4C inh	C diff HTS
N#C[C@@H]1[C@@H](c2ccc(C3=CCCCC3)cc2)[C@@H](CO)N1C(=O)c1ccccn1	-2	102*	1.9	7
COCC#Cc1cnc2c(c1)C(=O)N([C@H](C)CO)C[C@@H](C)[C@H](CN(C)C(=O)c1ccc(F)cc1)O2	11	-31	1.2	-6
C[C@@H]1CN([C@@H](C)CO)C(=O)c2cc(C#Cc3ccccn3)cnc2O[C@@H]1CN(C)C(=O)c1cnccn1	28	4	0.1	-3
C[C@@H]1CN([C@H](C)CO)S(=O)(=O)c2ccc(-c3cccc(F)c3)cc2O[C@H]1CN(C)S(=O)(=O)c1ccccc1	-16	?	-1.9	1
C[C@@H]1CCCCO[C@@H](CN(C)CC2CC2)[C@H](C)CN([C@@H](C)CO)C(=O)c2cc(NC(=O)c3ccncc3)ccc2O1	-7	21	0.7	1
Cc1ccc(S(=O)(=O)NCC[C@@H]2CC[C@H](NS(=O)(=O)c3ccccc3Cl)[C@H](CO)O2)cc1	-11	18	0.2	1
CC(C)NC(=O)N(C)C[C@H]1Oc2ccc(NS(=O)(=O)c3ccc(Cl)cc3)cc2CC(=O)N([C@H](C)CO)C[C@H]1C	5	31	-1.5	-1
O=C(c1ccncc1)N1CC[C@@H]2[C@@H](CO)Nc3ccc(-c4ccc(F)cc4)cc3[C@@H]21	43	73	-1.3	3
CC(=O)NC[C@H]1[C@@H](c2ccc(-c3cccnc3)cc2)[C@@H](CO)N1C(=O)C1CC1	20	24	0.2	-7
CO[C@@H]1CN(C)C(=O)c2cc(NC(C)=O)ccc2OC[C@H](C)N(Cc2ccccc2C(=O)O)C[C@H]1C	34	24	-0.5	.
CO[C@H]1CN(C)C(=O)c2cc(NC(=O)C3CCC3)ccc2OC[C@H](C)N(Cc2ccncc2)C[C@H]1C	-9	-15	0.5	2
COc1ccccc1C#Cc1ccc2c(c1)O[C@H](CN(C)Cc1ccccc1)[C@H](C)CN([C@H](C)CO)S2(=O)=O	-40	121*	3.6	8
COc1ccc(C#Cc2ccc3c(c2)O[C@H](CN(C)S(=O)(=O)c2ccccc2F)[C@H](C)CN([C@H](C)CO)S3(=O)=O)cc1	-76&-77	124*	-1.8	-1&3
C[C@@H]1CN([C@H](C)CO)S(=O)(=O)c2ccc(C3=CCCC3)cc2O[C@@H]1CN(C)CC1CC1	-31	63	-1.1	9
CC(C)NC(=O)N(C)C[C@H]1OCCCC[C@H](C)Oc2ccc(NS(=O)(=O)c3ccc(Cl)cc3)cc2C(=O)N([C@@H](C)CO)C[C@H]1C	.	-7	-1.8	2
CC(C)NC(=O)N1[C@@H]2CN(C(=O)c3ccncc3)c3ccccc3[C@@H]2[C@@H]1CO	7	-9	-2.1	-2
COCCNC(=O)C[C@H]1CC[C@@H](NC(=O)NC2CCCCC2)[C@@H](CO)O1	16	-70	-0.8	0
C/C=C/c1ccc([C@H]2[C@@H](CO)N(C(=O)C3CC3)[C@@H]2CNC(=O)NC(C)C)cc1	-13	.	0.9	0
C[C@@H]1CCCCO[C@@H](CN(C)C(=O)NC2CCCCC2)[C@H](C)CN([C@H](C)CO)C(=O)c2cc(NS(=O)(=O)c3ccc(Cl)cc3)ccc2O1	-54	88	-0.9	4
N#C[C@H]1[C@@H](c2ccc(-c3ccncc3)cc2)[C@@H](CO)N1C(=O)C1CC1	50	14	0.2	-8
C[C@H](CO)N1C[C@H](C)[C@@H](CN(C)Cc2ccc(Oc3ccccc3)cc2)Oc2ccc(NC(=O)Nc3ccccc3)cc2CC1=O	-80	64	-2.9	41
CN1c2ccc(-c3cccc(C#N)c3)cc2[C@H]2[C@H](CCN2C(=O)CC2CC2)[C@H]1CO	8	78	0.8	0
CC(C)CC#Cc1ccc2c(c1)O[C@H](CN(C)C(=O)Cc1ccncc1)[C@H](C)CN([C@H](C)CO)S2(=O)=O	-12&-33	74&49	0.1	5&12

3 compounds out of the list, ordered by SMILES length, smallest number first.
SMILES	Pf Dd2 inh	T cruzi growth	KDM4C inh	C diff HTS
CN1c2ccc(-c3cccc(C#N)c3)cc2[C@H]2[C@H](CCN2C(=O)CC2CC2)[C@H]1CO	8	78	0.8	0
C[C@@H]1CN([C@H](C)CO)S(=O)(=O)c2ccc(C3=CCCC3)cc2O[C@@H]1CN(C)CC1CC1	-31	63	-1.1	9
CC(C)NC(=O)N(C)C[C@H]1OCCCC[C@H](C)Oc2ccc(NS(=O)(=O)c3ccc(Cl)cc3)cc2C(=O)N([C@@H](C)CO)C[C@H]1C	.	-7	-1.8	2

(cont.)
SMILES	Pf Dd2 inh	T cruzi growth	KDM4C inh	C diff HTS
C[C@H]1CCCCO[C@@H](CN(C)C(=O)c2ccccc2)[C@@H](C)CN([C@@H](C)CO)C(=O)c2cc(NC(=O)CCC(F)(F)F)ccc2O1	-46	-24	0.2	-10
O=C(Nc1ccccc1)N1C[C@H]2[C@@H](c3ccccc31)[C@@H](CO)N2C(=O)c1cccnc1	-5	-9	-1.4	3
COCC#Cc1cnc2c(c1)C(=O)N([C@H](C)CO)C[C@H](C)[C@@H](CN(C)C(=O)Nc1ccccc1OC)O2	-37	80	3.0	1
CCCNC(=O)N(C)C[C@H]1Oc2cc(C#CCOC)ccc2S(=O)(=O)N([C@H](C)CO)C[C@H]1C	15	-23	2.0	2
C[C@H](CO)N1C[C@H](C)[C@@H](CN(C)Cc2ccc(F)cc2)Oc2ncc(-c3cncnc3)cc2C1=O	51	24	0.3	-3
C[C@H]1CN([C@@H](C)CO)C(=O)c2cccc(NC(=O)Nc3ccccc3)c2O[C@@H]1CN(C)Cc1ccc(C(=O)O)cc1	-20	.	7.9	1
COC(=O)C[C@H]1CC[C@H]2[C@@H](COc3ccc(NC(=O)c4ccc(C#N)cc4)cc3C(=O)N2C)O1	9	-34	0.1	-1
COc1cccc(-c2cnc3c(c2)C(=O)N([C@@H](C)CO)C[C@H](C)[C@@H](CN(C)Cc2ccncc2)O3)c1	-12	37	0.8	2
Cc1noc(C)c1NC(=O)Nc1ccc2c(c1)CC(=O)N([C@H](C)CO)C[C@@H](C)[C@H](CN(C)S(=O)(=O)c1ccc(Cl)cc1)O2	-5	23	0.2	-2
OC[C@H]1[C@@H](c2ccc(-c3cccnc3)cc2)[C@H]2CN(CC3CCOCC3)CCCCN21	-8	-2	.	-11

Structures listed above printed as active in Pf Dd2 inh:
SMILES	Pf Dd2 inh	T cruzi growth	KDM4C inh	C diff HTS
C[C@@H]1CN([C@@H](C)CO)C(=O)c2cc(NC(=O)Nc3ccc(C(F)(F)F)cc3)ccc2O[C@@H]1CN(C)CC1CCCCC1	-83*	71	-1.5	31

(list continues)
SMILES	Pf Dd2 inh	T cruzi growth	KDM4C inh	C diff HTS
C[C@@H]1CN([C@@H](C)CO)C(=O)c2cccc(NS(=O)(=O)c3cccs3)c2O[C@@H]1CN(C)Cc1ccc(C(=O)O)cc1	-6	-104	1.0	.
O=C(NCc1ccncn1)[C@@H]1[C@@H](CO)[C@@H]2Cn3c(ccc(-c4ccc(F)cc4)c3=O)[C@@H]2N1CC1CC1	.	62	13	-4
C[C@@H]1CN([C@H](C)CO)C(=O)c2cccc(NC(=O)CCCCCC(=O)Nc3ccccc3N)c2O[C@@H]1CN(C)Cc1ccc(Cl)c(Cl)c1	-91*	.	1.4	-8
CN(C)CCCNC(=O)C[C@H]1C=C[C@@H](NS(=O)(=O)c2ccc(F)cc2)[C@@H](CO)O1	2	41	0.4	1
COc1ccccc1C#Cc1ccc2c(c1)[C@@H]1[C@@H](CCN1C(=O)c1ccccc1)[C@@H](CO)N2	-28	104*	0.5	74
OC[C@@H]1Nc2ccc(-c3ccccc3)cc2[C@H]2[C@@H]1CCN2Cc1ccc(F)cc1	-61	105*	0.1	-12
COc1ccc2c3c([nH]c2c1)[C@@H](CO)N(C(=O)C1CCC1)CC31CN(C(=O)c2ccccn2)C1	-78	.	-0.4	-5
O=C(NCc1ccccn1)[C@H]1[C@H](CO)[C@H]2Cn3c(cccc3=O)[C@H]2N1CCc1ccccc1	.	30	1.6	-1
COc1ccccc1-c1ccc([C@H]2[C@@H](CO)N3CCCCN(Cc4ccncc4)C[C@@H]23)cc1	7	86	3.5	-14
Cc1ccc(CN2CC(=O)N3[C@H](CO)[C@@H](c4ccc(-c5ccccc5F)cc4)[C@@H]3C2)cc1	-42	.	5.0	6
C[C@H](CO)N1C[C@H](C)[C@H](CN(C)S(=O)(=O)c2cccs2)OCCCC[C@H](C)Oc2ccc(NC(=O)CCC(F)(F)F)cc2C1=O	-47	90	-0.6	-13
Cc1ccc(S(=O)(=O)Nc2cccc3c2O[C@@H](CN(C)Cc2ccc(C(=O)O)cc2)[C@H](C)CN([C@@H](C)CO)C3=O)cc1	11	1	2.3	-2
COc1ccc(C(=O)Nc2ccc3c(c2)C(=O)N(C)[C@H]2CC[C@@H](CC(=O)NCC4CC4)O[C@H]2CO3)cc1	.	35	-0.4	-1
O=C(c1ccncc1)N1CCCCN2[C@@H](CO)[C@H](c3ccc(-c4ccccc4)cc3)[C@@H]2C1	17	77	-0.8	-3
COc1ccc(NC(=O)N(C)C[C@@H]2Oc3ccc(NS(=O)(=O)c4cccs4)cc3CC(=O)N([C@@H](C)CO)C[C@H]2C)cc1	-53	20	-1.3	6
CC(C)C#Cc1cnc2c(c1)C(=O)N([C@@H](C)CO)C[C@@H](C)[C@H](CN(C)C(=O)Nc1ccc(F)cc1)O2	-27	81	-1.1	-1
C[C@@H]1CN([C@@H](C)CO)S(=O)(=O)c2ccc(Br)cc2O[C@@H]1CN(C)S(=O)(=O)c1ccccc1	8	.	1.0	25

Compound activity (PubChem)
